Screens (PubChem BioAssay)
aSyn yeast inh – inhibitors of alpha-synuclein toxicity in yeast; Yeast expressing alpha-synuclein, growth rescue, BacTiter-Glo, 24 h; Potency, µM (doses to about 46.1 µM), without a hit: top-dose growth rescue (activation), hits mostly activators; 370,000 compounds, 0.14% hits; AID 652106; also: potency is read from the fitted curve at half-maximal effect; % of control where 0% means no effect; nearly all actives have a fitted effect of over 65% in size
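Rescue of yeast growth: cells expressing toxic alpha-synuclein, induced in galactose at OD600 0.02, incubated with compound 24 h at 30 C. ATP luminescence quantified growth; inhibitors of toxicity appear as activators.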
PI5P4K alpha inh – PI5P4K alpha (human) kinase inhibition | 330,000 compounds, 1.2% hits | max response, % | P48426 | PI5P4Kalpha enzyme, ADP-Glo luminescence, 60 min; stronger effect = lower value | AID 652105; active = max response of -50% or lower; inconclusive = between -30% and -50%; inactive = -30% or higher; also: value at the top dose of about 77 µM; % is scaled to controls: 0 for no effect and ±100 for the full control effect
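Reactions run in 0.038 M HEPES pH 7.4, 0.28 mM EGTA, 0.1% CHAPS and 5% DMSO, with PI5P4Kalpha, substrate, compound and 5 microM ATP final, one hour at room temperature. Readout is ADP-Glo luminescence.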
FUS suppressor – suppressors of FUS proteinopathy in yeast; S. cerevisiae FUS-expressing, growth rescue, OD600, 24 h; Potency, µM (top dose mostly 76.6 µM), for inactives: at the highest dose growth rescue (activation), hits mostly activators; 390,000 compounds, 0.24% hits;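 also: potency is read from the fitted curve at half-maximal effect; plate controls were DMSO vehicle for no effect and reference control for full effect; nearly all actives have a fitted effect of over 55% in size; some results filed as inactive show a strong effect at the top dose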
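Steps: raffinose overnight preculture; dilution to OD 0.005 in 2% galactose minimal medium; compound addition (concentration series); 24hr at 30C, 99% humidity; absorbance read at 600 nm.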
EPAC1 agonist – activates human EPAC1 exchange factor | 360,000 compounds, 0.073% hits | Potency, µM (titrated, usually from 154 µM), inactives show top-dose activation, usual class: activators | EPAC1 agonist qHTS, biochemical assay; response scale: 100% = response to 6.5 mM cAMP | AID 720707; also: potency is read from the fitted curve at half-maximal effect; nearly all actives have a fitted effect of over 60% in size
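Nucleotide exchange by EPAC1 (100 nM) on Rap1B–BODIPY-GDP (250 nM) in the presence of 50 uM GDP is tracked fluorescently at 480/540 nm over 30 min. Signals are normalized to a 6.5 mM cAMP control.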
IL2 activator – activators of IL-2; IL-2 activation reporter assay, cell-based qHTS; stimulated with anti-CD3/CD4/CD28 beads; in transgenic mouse T cells; activation, % (series mostly up to about 46 µM); 360,000 compounds, 0.065% hits; AID 652025; in the data active = activation above about 50%; inconclusive = mostly about 30% to 49%; also: 0% is about no effect
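Screening format: compound pinned onto unstimulated transgenic mouse T cells, 60 min incubation, then anti-CD3/anti-CD4/anti-CD28 bead stimulation for 18 hours at 37 degrees C, followed by EGFP and DsRed detection.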
Abeta yeast res – A-beta toxicity reversal in yeast; yeast expressing A-beta42, growth rescue, OD600, 48 h; response scale: 0% DMSO, 100% iron-clioquinol control; Potency, µM (highest dose often 46.1 µM), for inactives: top-dose growth rescue, actives largely listed as activators; 410,000 compounds, 0.063% hits; also: potency is read from the fitted curve at half-maximal effect; nearly all actives have a fitted effect of over 55% in size
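Growth rescue measured by 600 nm absorbance after 48 h yeast culture at 30 C with compound. Values normalized between DMSO and an equimolar ferric chloride plus clioquinol control.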
PLK1 PBD inh – inhibitors of human PLK1 polo-box domain binding | AID 720504 | Plk1 PBD binding of FITC phosphopeptide, fluorescence polarization | 360,000 compounds, 2.8% hits | Potency, µM, inactives show max response, negative = inhibition, hits mostly inhibitors | P53350; also: potency is read from the fitted curve at half-maximal effect; series mostly up to about 57 µM; % is scaled to controls: 0 for no effect and ±100 for the full control effect; nearly all actives have a fitted effect of over 65% in size
EPAC1 antag – blocks human EPAC1 exchange factor; EPAC1 GEF assay, Rap1b-BODIPY-GDP exchange fluorescence; 360,000 compounds, 0.14% hits; Potency, µM (top dose mostly 115 µM), for the others: at the highest dose activity change, negative = inhibition, usual class: inhibitors; O95398;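 also: potency is read from the fitted curve at half-maximal effect; plate controls were vehicle for no effect and positive control for full effect; nearly all actives have a fitted effect of over 50% in size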
WRN helicase inh – WRN helicase (human) inhibition; 360,000 compounds, 0.46% hits; Q14191; Potency, µM (highest dose often 114 µM), for inactives: at the highest dose activity change, negative = inhibition, hits mostly inhibitors; WRN helicase unwinding, fluorescent forked duplex, kinetic; AID 651768; also: potency is read from the fitted curve at half-maximal effect; % is scaled to controls: 0 for no effect and ±100 for the full control effect; nearly all actives have a fitted effect of over 55% in size
Target sequence (Q14191 whole entry, looked up): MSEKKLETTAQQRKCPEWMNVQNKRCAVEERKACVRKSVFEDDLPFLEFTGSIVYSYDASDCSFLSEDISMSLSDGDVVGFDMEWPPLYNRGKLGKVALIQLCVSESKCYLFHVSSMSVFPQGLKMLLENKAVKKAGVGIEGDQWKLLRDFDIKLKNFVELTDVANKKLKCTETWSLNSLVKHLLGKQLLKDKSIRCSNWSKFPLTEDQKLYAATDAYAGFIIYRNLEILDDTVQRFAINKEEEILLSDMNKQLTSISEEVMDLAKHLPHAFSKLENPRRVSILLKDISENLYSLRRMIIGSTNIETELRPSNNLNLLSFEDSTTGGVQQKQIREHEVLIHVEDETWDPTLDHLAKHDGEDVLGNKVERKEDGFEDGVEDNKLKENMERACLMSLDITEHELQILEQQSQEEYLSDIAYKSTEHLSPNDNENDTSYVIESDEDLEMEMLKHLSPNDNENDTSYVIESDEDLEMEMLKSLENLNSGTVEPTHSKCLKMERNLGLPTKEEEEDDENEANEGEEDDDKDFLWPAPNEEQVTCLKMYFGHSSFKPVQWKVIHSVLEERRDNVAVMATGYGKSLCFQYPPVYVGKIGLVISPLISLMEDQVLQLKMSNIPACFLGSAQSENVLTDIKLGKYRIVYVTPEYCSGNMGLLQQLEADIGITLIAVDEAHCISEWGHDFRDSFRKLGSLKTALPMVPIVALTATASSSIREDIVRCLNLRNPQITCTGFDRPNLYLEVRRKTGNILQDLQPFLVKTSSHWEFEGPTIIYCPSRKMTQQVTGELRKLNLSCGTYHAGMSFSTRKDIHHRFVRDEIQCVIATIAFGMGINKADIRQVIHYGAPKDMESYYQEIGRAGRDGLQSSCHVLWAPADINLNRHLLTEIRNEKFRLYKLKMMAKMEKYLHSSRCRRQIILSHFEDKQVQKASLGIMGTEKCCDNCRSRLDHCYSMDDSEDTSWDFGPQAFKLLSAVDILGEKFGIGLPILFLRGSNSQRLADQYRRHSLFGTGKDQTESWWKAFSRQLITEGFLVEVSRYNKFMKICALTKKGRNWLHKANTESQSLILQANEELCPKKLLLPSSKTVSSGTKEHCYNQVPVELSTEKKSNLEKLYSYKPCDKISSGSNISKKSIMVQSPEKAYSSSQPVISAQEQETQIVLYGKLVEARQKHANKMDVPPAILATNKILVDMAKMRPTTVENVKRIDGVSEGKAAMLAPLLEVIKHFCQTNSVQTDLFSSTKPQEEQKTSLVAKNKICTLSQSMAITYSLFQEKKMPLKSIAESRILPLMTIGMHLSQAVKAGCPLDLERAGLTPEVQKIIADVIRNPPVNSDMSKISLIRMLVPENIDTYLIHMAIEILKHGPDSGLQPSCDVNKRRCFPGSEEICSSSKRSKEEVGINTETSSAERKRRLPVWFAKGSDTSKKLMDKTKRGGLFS
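Primary qHTS, 1536-well format. 20 nM WRN + compound, 15 min RT; start with 100 nM forked fluorophore/quencher duplex, 2 mM ATP (final); kinetic read ex 525/em 598 nm.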
Active calls of the source: *; u = inconclusive; x = no result given; [ ] = remark or other dose. Unless noted, calls follow the shape of the dose curve; as a rule, active = well fitted curve in the direction sought with a large enough effect; inconclusive = small, poorly fitted or top-dose-only effect, or another doubt; inactive = no such curve, though single readings can be large; an effect the other way counts as inactive or inconclusive.

1) CC(C)(C)c1ccc(S(=O)(=O)O/N=C2/CCCCC2c2ccc([N+](=O)[O-])cc2[N+](=O)[O-])cc1 (stereo unspecified)
2) O=[N+]([O-])c1ccc(C(O)C(CO)NC(=S)Nc2ccccc2)cc1 (stereo unspecified)
3) CCCCNC(=O)c1c(CSc2ccc(Cl)cc2)noc1C(=O)NCc1ccccc1
4) O=C(CSc1nnc(Cc2ccccc2)o1)NC1CCCCC1
5) Cc1nn(-c2cccc(C(F)(F)F)c2)c(=O)c2ccccc12
6) CC(Oc1cc(-c2ccccc2)cc2ccccc12)C(=O)N1CCOCC1 (stereo unspecified)
7) O=C(CC[C@H]1O[C@@H](n2cnc3c(NC(=O)c4ccccc4)ncnc32)[C@H](O)[C@@H]1O)NCC1CCCCC1
8) CCOC(=O)c1[nH]ncc1CN1CCCC(C(=O)c2ccc(OC)c(OC)c2)C1 (stereo unspecified)

Compound	1	2	3	4	5	6	7	8
aSyn yeast inh	-9%	-1%	-2%	1%	5%	-10%	-8%	-12%
PI5P4K alpha inh	-2	5	5	x	14	x	-1	-1
FUS suppressor	27%	-14%	-3%	-7%	14%	28%	-2%	12%
EPAC1 agonist	1%	3%	-19%	8%	-7%	19%	-7%	1%
IL2 activator	-0.1	0.4	-0.4	-2.2	3.6	-0.5	0.8	-0.4
Abeta yeast res	-14%	-2%	8%	7%	-16%	-5%	-4%	0%
PLK1 PBD inh	-5%	-5%	-15%	-11%	2%	-3%	3%	0%
EPAC1 antag	3%	8%	-13%	-4%	-24%	9%	-9%	19%
WRN helicase inh	9%	-24%	-7%	-4%	-3%	-1%	4%	1%

9) CC(C)Oc1cccc(C(=O)C2CCCN(C(=O)CCn3cnnn3)C2)c1 (stereo unspecified)
10) CCOc1ccc(Nc2nc3cc(S(=O)(=O)CC)ccc3o2)cc1
11) Cn1c(CCNS(=O)(=O)c2ccc(F)cc2)nnc1SCc1cccnc1
12) C/C=C/c1ccc(OCCCNCC(C)O)c(OC)c1 (stereo unspecified)
13) COC(=O)c1cc(NC(=O)Cc2ccccc2[N+](=O)[O-])ccc1Cl
14) COCCCNC(=O)/C=C/c1ccc(Cl)cc1
15) O=c1cc(-c2ccccc2)nc2nc[nH]n12
16) COc1ccc(-c2nnc(SCc3cc(C)cc(C)c3)o2)cc1

Compound	9	10	11	12	13	14	15	16
aSyn yeast inh	6%	-7%	-2%	-5%	7%	-2%	-6%	-2%
PI5P4K alpha inh	1	-29	-1	3	12	x	u	18
FUS suppressor	2%	12%	-19%	-3%	x	-12%	7%	x
EPAC1 agonist	-11%	0%	-4%	6%	2%	11%	5%	8%
IL2 activator	-0.4	3.0	-0.2	-0.2	-2.1	1.7	-1.9	0.1
Abeta yeast res	-16%	-6%	0%	-16%	-1%	-8%	-3%	1%
PLK1 PBD inh	4%	u	5%	-10%	-1%	-8%	-1%	-7%
EPAC1 antag	3%	-14%	7%	1%	0%	6%	12%	-17%
WRN helicase inh	2%	-10%	3%	4%	-7%	-4%	-12%	-5%

17) O=C(O)c1cc([N+](=O)[O-])ccc1-c1ccc([N+](=O)[O-])cc1C(=O)O
18) CCc1cc(Cn2nc(-c3ccccc3)cc2C(=O)NCc2ccccc2OC)on1
19) COC(=O)c1sc(S(=O)(=O)Nc2ccc3cn[nH]c3c2)c(C(=O)OC)c1C
20) CC(=O)n1cc([C@@H]2C=C(C(=O)N3CCN(C)CC3)O[C@H](OCc3ccc(CO)cc3)C2)c2ccccc21
21) Cc1cc(=O)oc2c3c(cc(OCC(=O)NCCN4CCOCC4)c12)OC(C)(C)CC3
22) CC1(C)CC(NNCCC#N)=CC(=[N+]2CCCC2)C1
23) CN1CCN(C2=NCCO2)CC1
24) CCc1nnc(NC(=O)CSc2nc(C)c3c(c2C#N)CCCC3)s1

Compound	17	18	19	20	21	22	23	24
aSyn yeast inh	26%	2%	-10%	-9%	-5%	-1%	4%	2%
PI5P4K alpha inh	0	0	-3	1	5	-8	-1	x
FUS suppressor	-17%	13%	16%	8%	-5%	-2%	-11%	20%
EPAC1 agonist	12%	-1%	-10%	-21%	-14%	-2%	0%	-14%
IL2 activator	-0.5	-0.7	-1.9	-2.5	-0.2	-1.0	-2.1	-2.1
Abeta yeast res	6%	2%	26%	-15%	-18%	-10%	7%	-6%
PLK1 PBD inh	-19%	0%	-5%	-9%	-3%	24µM*	-8%	-6%
EPAC1 antag	5%	5%	8%	-5%	17%	15%	-25%	9%
WRN helicase inh	-13%[11.6 µM]	-2%	-2%	-3%	5%	-1%[57.1 µM]	-2%	-2%

25) CCNC(=O)/C(=C/c1cccc([N+](=O)[O-])c1)NC(=O)c1ccc(C)cc1
26) O=C(COc1ccccc1)NCCSCc1ccco1
27) Cc1nc2cc(C(=O)NCc3ccc4c(c3)OCO4)ccc2n1-c1ccc(Br)cc1
28) COc1ccc(NC2CCCN(C(=O)C3(C)CCCCC3)C2)cc1 (stereo unspecified)
29) COc1ccccc1N1CCN(C(=O)C2CCN(S(=O)(=O)c3ccc(C)cc3)CC2)CC1
30) COc1cccc(NC(=O)CN2CCN(c3nc(-c4cccc(OC)c4)cs3)CC2)c1
31) Cc1ccc(C(=O)NCC(=O)N2CCN(S(=O)(=O)c3cccs3)CC2)s1
32) Cc1nnc(SCC(=O)NCCc2ccccc2)s1

Compound	25	26	27	28	29	30	31	32
aSyn yeast inh	-7%	7%	12%	-8%	6%	9%	-3%	-3%
PI5P4K alpha inh	6	-17	-12	11	0	-3	0	4
FUS suppressor	-6%	21%	u	25%	21%	23%	12%	-25%
EPAC1 agonist	10%	3%	17%	3%	-5%	28%	3%	2%
IL2 activator	-0.3	-1.2	0.6	-2.8	-0.7	-1.7	0.8	-0.2
Abeta yeast res	-14%	-15%	-35%[inhibitor]	2%	2%	2%	3%	11%
PLK1 PBD inh	-14%	-29%	0%	-2%	-20%	-7%	-9%	-14%
EPAC1 antag	5%	-11%	-5%	-2%	9%	-29%	-4%	-4%
WRN helicase inh	7%	-33%[57.1 µM]	-7%	-1%	6%[57.1 µM]	-2%	2%	9%

4 entries out of the list, ordered by length of the SMILES, rising:
26) O=C(COc1ccccc1)NCCSCc1ccco1
32) Cc1nnc(SCC(=O)NCCc2ccccc2)s1
31) Cc1ccc(C(=O)NCC(=O)N2CCN(S(=O)(=O)c3cccs3)CC2)s1
30) COc1cccc(NC(=O)CN2CCN(c3nc(-c4cccc(OC)c4)cs3)CC2)c1

Compound	26	32	31	30
aSyn yeast inh	7%	-3%	-3%	9%
PI5P4K alpha inh	-17	4	0	-3
FUS suppressor	21%	-25%	12%	23%
EPAC1 agonist	3%	2%	3%	28%
IL2 activator	-1.2	-0.2	0.8	-1.7
Abeta yeast res	-15%	11%	3%	2%
PLK1 PBD inh	-29%	-14%	-9%	-7%
EPAC1 antag	-11%	-4%	-4%	-29%
WRN helicase inh	-33%[57.1 µM]	9%	2%	-2%

Carrying on:
33) COc1ccc(C(=O)Nc2ccnn2C2CCN(Cc3ccc4nonc4c3)CC2)cc1
34) CCN(CCn1cccn1)Cc1nc(-c2ccc(OC)cc2)no1
35) CC(=O)C1=C(C)Nc2ncnn2C1c1ccccc1OCc1ccccc1 (stereo unspecified)
36) COc1cc(CN(C)CC(=O)c2[nH]c(C)c(C(C)=O)c2C)ccc1OC(F)F
37) Cc1ccc2c(CC(=O)NCC(C)(C)N3CCOCC3)coc2c1
38) O=C1N(CCCN2C(=O)C3(OCCO3)c3ccccc32)c2ccccc2C12OCCO2
39) CC(=O)c1ccc(N2CCN(C(=O)Cc3ccccc3)CC2)c(F)c1
40) CC(C)CN1C=C2C(=O)C(C)(OC(=O)CCc3ccccc3)C(=O)C=C2C=C1c1ccc(C#N)cc1 (stereo unspecified)

Compound	33	34	35	36	37	38	39	40
aSyn yeast inh	-6%	2%	-16%	2%	4%	3%	7%	-6%
PI5P4K alpha inh	-3	1	0	1	2	x	-4	-23
FUS suppressor	12%	21%	0%	-16%	18%	26%	8%	u
EPAC1 agonist	-4%	-5%	-21%	8%	-4%	-2%	-2%	-3%
IL2 activator	0.9	-0.1	0.1	-0.5	0.2	-2.1	-2.4	1.1
Abeta yeast res	4%	4%	12%	8%	-18%	9%	-10%	-23%
PLK1 PBD inh	0%	-6%	-1%	-10%	0%	-3%	4%	u
EPAC1 antag	3%	0%	4%	-5%	8%	-1%	7%	-20%
WRN helicase inh	6%	2%	8%	-5%	2%	-8%	8%	1%

41) CCOC(=O)c1cc(NC(=O)c2ccccc2)c(=O)oc1C(F)(F)F
42) CCN(CC)S(=O)(=O)c1cccc(C(=O)Nc2nncs2)c1
43) Cc1cc(C(=O)NNC(=S)Nc2ccccc2C)cs1
44) Cc1ccc(/C=N/n2c(-c3ccco3)n[nH]c2=S)cc1
45) CCOc1ncccc1C(=O)Nc1cccc(-c2nc3cccnc3s2)c1

Compound	41	42	43	44	45
aSyn yeast inh	-3%	0%	-25%	-9%	0%
PI5P4K alpha inh	9	x	1	-6	11
FUS suppressor	21%	20%	x	-24%	32%
EPAC1 agonist	6%	-11%	-3%	8%	14%
IL2 activator	-0.6	-0.4	0.5	1.6	-3.8
Abeta yeast res	-11%	-2%	2%	19%	0%
PLK1 PBD inh	-11%	-5%	-10%	u	0%
EPAC1 antag	0%	19%	1%	-6%	-12%
WRN helicase inh	-11%	-3%	9%	-28%	-5%
